FXN GAA850 act: activators of GAA850 frataxin (FXN) promoter | HEK293 lucGAA850 FXN promoter luciferase reporter, 24 h; percent of 10 µM SAHA response | actives 0.56% (n = 360,000) | activation, % at 6 µM;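 active = activation above the average of all compounds screened plus 3 SD, cutoff fixed separately per campaign, cut at about 7.5% in these data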;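 also: 0% = DMSO wells and 100% = 10 µM SAHA wells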
ARFGAP1 inh: rat ARFGAP1 inhibition | inhibition, % at 16.5 µM | AID 651572 | Q62848 | Arfgap1-stimulated ARF1 GTP hydrolysis, GDP FP detection | actives 0.26% (n = 360,000);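 active = inhibition above a per-plate limit, mean inhibition of low control wells plus 3 SD, cut at about 25% in these data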;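 also: 0% = DMSO wells with enzyme and 100% = wells lacking Arfgap1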
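material = rat Arfgap1 catalytic domain, aa 1-136 | also added = human ARF1(Δ1-17)-GTP substrate | compound dosing = one concentration, 16.5 µM, DMSO 1.26% | times = GTP hydrolysis reaction 2 h at 25 °C | measured by = FP, GDP Alexa 633 tracer displaced from anti-GDP antibody, 620/688 nm | evaluation = percent inhibition of Arfgap1-stimulated GTP hydrolysis | replication = single well per compound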
NPR2 activator: GC-B (human) receptor activation; P20594; HEK293-GC-B cells, CNP EC30, cGMP TR-FRET; 0% at EC30 CNP, 100% saturating CNP; activation, % at 10 µM; actives 0.11% (n = 370,000); AID 1920062;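 active = activation at 10 µM reaching about 35% in either raw or pattern-adjusted values, limit read from the data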
rCAG RNA binder: r(CAG) repeat RNA binding; actives 1.3% (n = 370,000); inhibition, % at 3 µM; TO-PRO-1 dye displacement fluorescence;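 active = inhibition above the plate cutoff, the mean of all test compounds on that plate plus 3 SD, cut at about 35% in these data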;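 also: 0% = DMSO alone and 100% = 100 µM mitoxantrone as full dye displacement; higher means more dye released from RNA so lower well fluorescence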
ADAM10 inh: ADAM10 inhibition, QFRET primary screen | O14672 | recombinant ADAM10, EDANS/DABCYL FRET peptide cleavage, 3 h | inhibition, % at 7 µM | actives 0.62% (n = 370,000) | AID 720582;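 active = inhibition above a per-campaign cutoff equal to the mean of compounds falling between control-based bounds plus 3 SD, cut at about 20% in these data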;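 also: 0% = DMSO wells while the 100% control is not disclosed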
DDE Tn6 FP inh: disrupts Tn6 cyclic peptide binding to fibrin D-Dimer-E complex; actives 0.21% (n = 370,000); P02675; inhibition, % at 8.3 µM; AID 720509; Fibrin DD(E) TRITC-Tn6 fluorescence polarization displacement;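 active = inhibition above a per-campaign cutoff: mean of compounds within control limits plus 3 SD, cut at about 15% in these data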;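 also: 0% = median of all compound wells on the plate and 100% = blocking peptide control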
Target sequence (P02675 whole entry, looked up): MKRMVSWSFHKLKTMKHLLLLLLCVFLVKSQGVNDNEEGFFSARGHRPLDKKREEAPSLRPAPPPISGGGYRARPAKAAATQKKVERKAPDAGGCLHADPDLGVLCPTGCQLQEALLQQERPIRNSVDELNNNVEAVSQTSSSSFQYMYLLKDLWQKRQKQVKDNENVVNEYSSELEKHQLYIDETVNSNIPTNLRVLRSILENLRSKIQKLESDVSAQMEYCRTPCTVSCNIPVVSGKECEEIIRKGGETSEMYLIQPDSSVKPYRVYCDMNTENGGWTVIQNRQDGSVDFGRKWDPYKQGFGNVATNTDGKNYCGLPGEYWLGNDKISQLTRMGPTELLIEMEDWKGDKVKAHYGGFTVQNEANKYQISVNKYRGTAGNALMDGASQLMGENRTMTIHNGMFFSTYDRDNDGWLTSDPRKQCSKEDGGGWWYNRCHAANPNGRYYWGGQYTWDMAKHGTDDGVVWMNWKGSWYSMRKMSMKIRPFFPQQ
sPLA2-III inh: Inhibits HGIII-sPLA2 liposome hydrolysis, primary screen; inhibition, % at 12.2 µM; AID 743126; actives 0.56% (n = 370,000); QFRET BODIPY PC-A2 liposome hydrolysis, fluorescence;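 active = inhibition above mean plus 3 SD of compounds lying within the high and low control bounds, cut at about 19% in these data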;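 also: 0% = median of test compound wells and 100% = no enzyme DMSO wells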
Target sequence (Q9NZ20 whole entry, looked up): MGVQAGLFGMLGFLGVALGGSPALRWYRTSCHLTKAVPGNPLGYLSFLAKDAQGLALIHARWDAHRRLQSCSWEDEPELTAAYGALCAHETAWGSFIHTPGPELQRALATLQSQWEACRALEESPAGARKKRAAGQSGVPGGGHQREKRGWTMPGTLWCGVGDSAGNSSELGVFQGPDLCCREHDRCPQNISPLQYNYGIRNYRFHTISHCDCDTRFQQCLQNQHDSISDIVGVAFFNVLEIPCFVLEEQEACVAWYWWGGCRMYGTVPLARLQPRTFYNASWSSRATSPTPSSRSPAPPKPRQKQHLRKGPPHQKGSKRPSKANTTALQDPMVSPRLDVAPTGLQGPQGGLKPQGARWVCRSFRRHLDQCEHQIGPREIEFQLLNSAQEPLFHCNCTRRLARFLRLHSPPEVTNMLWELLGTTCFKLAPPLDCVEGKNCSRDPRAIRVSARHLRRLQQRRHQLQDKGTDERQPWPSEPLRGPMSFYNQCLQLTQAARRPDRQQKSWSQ
NPR1 activator: GC-A (human) enzyme activation. P16066. HEK293 GC-A cells, cGMP TR-FRET, EC30 ANP; 0% at EC30 ANP, 100% saturating ANP. activation, % at 10 µM. actives 0.14% (n = 370,000); in the data active = activation above about 40%
KLK7 zymogen act: activates the human kallikrein-7 zymogen. purified proKLK7, EDANS-DABCYL substrate fluorescence; 100% is mature enzyme control, 0% vehicle. activation, % at 7 µM. actives 0.9% (n = 370,000). AID 652039;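 active = activation above the mean of all tested compounds plus 3 SD, computed per campaign excluding outliers beyond control limits, cut at about 13% in these data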
ASAP1 GAP inh: blocks human ASAP1-stimulated Arf1 GTP hydrolysis. GDP FP detection. inhibition, % at 16.5 µM. actives 0.19% (n = 360,000). AID 624377; in the data active = inhibition above about 25%;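 also: 0% = vehicle with enzyme and substrate and 100% = no enzyme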
Active calls of the source: *; i = inactive; · = not tested or not shown. Hits appear at their usual frequency; about 4.5% have a hit in one of these screens.

Each structure is followed by: FXN GAA850 act, ARFGAP1 inh, NPR2 activator, rCAG RNA binder, ADAM10 inh, DDE Tn6 FP inh, sPLA2-III inh, NPR1 activator, KLK7 zymogen act, ASAP1 GAP inh
CCOC(=O)C1(C)CCCN(C(=O)C(c2ccccc2)c2ccccc2)C1 (stereo not drawn)
 : -2.6, 9, -4, -4, -5, 10, 4, -12, 0.0, -2
CC(C)NC(=O)N1CC(c2ccccc2)C(c2ccc(Cl)cc2)=N1 (stereo not drawn)
 : 1.1, 10, 10, -2, -27, -11, -1, 0, 0.3, -7
Cc1cc(NC(=O)CSCC(=O)Nc2nc3c(C)cccc3s2)no1
 : 1.4, -5, -3, 15, -4, -1, -5, 5, -0.2, -3
O=C(Cc1ccccc1)NCCSCc1ccco1
 : 3.6, 7, 1, 0, 2, -5, 17, 4, 0.2, 1
Cc1cccc(N2CC3=C(C2=O)C(c2ccccc2)NC(=O)N3C)c1 (stereo not drawn)
 : 1.4, -7, 4, -6, -10, 2, -2, 2, -0.3, 0
CCN(CC)C(=O)c1sc2nc(-c3ccncc3)[nH]c(=O)c2c1C
 : -1.1, 8, -6, 5, -103, 4, 5, 6, -1.6, 0
O=C1CSCC(=O)N1c1ccccc1
 : -1.4, 6, -4, 2, -15, -5, -6, 10, -0.1, 18
CCCc1ccc(-c2csc(NC(=O)Cc3cccs3)n2)cc1
 : -0.6, 5, -5, 6, 4, -4, -7, 3, -0.8, 0
FC(F)Oc1ccc(NC(=S)NCc2ccccc2)cc1Cl
 : -4.0, -3, 1, 5, 10, -4, -39, 7, 0.3, 1
Cc1ccc(CNC(=O)C2CC(c3ccccc3[N+](=O)[O-])=NO2)cc1 (stereo not drawn)
 : 2.2, -5, 5, -4, 3, 0, 0, 3, 0.8, -8
COc1cc(/C=N/NC(=O)C(Cc2c[nH]c3ccccc23)NC(=O)OCC(C)C)cc([N+](=O)[O-])c1O (stereo not drawn)
 : 0.0, 8, -5, 57*, -2, -2, -41, -9, 0.0, 0
COc1cc(-c2nc(-c3ccccc3)c(-c3cccs3)[nH]2)cc(OC)c1O
 : -3.8, 10, -9, 11, -168, -9, -19, -1, -0.7, 13
Cc1ccc(C)c(N2CCN(C(=O)C3CCN(S(=O)(=O)c4c(C)noc4C)CC3)CC2)c1
 : -1.5, 3, -8, 8, 10, -4, -14, -3, 0.1, 4
Cc1ccc(NCC(=O)N/N=C/c2ccc(OC(=O)c3ccco3)cc2)cc1
 : 5.0, -3, ·, 3, -5, -5, 0, ·, -0.1, -5
COc1ccc(C2C=C(c3ccc(C)c(C)c3)Nc3ncnn32)c(OC)c1OC (stereo not drawn)
 : -5.5, -8, -1, 1, -315, -3, -8, -1, 18*, -2

Additional structures:
Each structure is followed by: FXN GAA850 act, ARFGAP1 inh, NPR2 activator, rCAG RNA binder, ADAM10 inh, DDE Tn6 FP inh, sPLA2-III inh, NPR1 activator, KLK7 zymogen act, ASAP1 GAP inh
CCc1cc2ccc(C)cc2nc1SCC(=O)Nc1c[nH]c(=O)[nH]c1=O
 : 2.5, 5, -10, 2, -2, 6, 0, -37, 0.7, -3
C=CCc1ccc(OCCOCCOc2cccc3cccnc23)c(OC)c1
 : 3.1, -7, -4, -1, 0, 2, -3, 0, -0.6, 1
C#CCNc1c2c(nc3nnnn13)CCCC2
 : 1.0, -9, 1, 0, -8, 0, -1, 6, -0.1, 9
COc1ccc(-n2c(=O)[nH]cc(C(=O)Nc3ccc(NC(C)=O)cc3)c2=O)cc1
 : 0.2, 0, 4, -1, 0, -2, 4, 1, -0.2, 0
CN(Cc1ccccn1)Cc1nc(Cc2ccccc2Cl)no1
 : -0.7, 11, 8, -7, 1, -2, 5, 4, 0.3, -6
Cc1oc2nc(SCC(=O)N3CCCCC3)nc(N)c2c1C
 : 3.0, 21, 2, 2, 4, 1, 0, 4, 0.4, 5
Cc1cccc(Cc2nnc(CCC(=O)N(CC3CC3)CC3CCCO3)o2)c1 (stereo not drawn)
 : 3.1, -14, 0, -11, -3, 1, -2, 1, -0.5, -1
COC(=O)C(C)Sc1snnc1-c1ccccc1 (stereo not drawn)
 : 0.8, -12, -1, 0, -2, 10, 6, 3, 0.3, -9
c1coc(CNc2nc(N3CCCCC3)nc3ccccc23)c1
 : 0.7, 6, -1, 7, -333, 6, -16, 10, -32, -7
Cn1c(=O)n(CC(=O)Nc2cccnc2)c2ccccc21
 : 0.8, 7, 3, -1, -3, -1, -3, 1, 0.0, -4
Cc1ccc(OCC(=O)n2nc(C)cc2C)c(Br)c1
 : -1.5, 12, 1, -4, 7, 1, 1, 4, -0.4, 3
CCc1nnc(NC(=O)CCC(=O)Nc2ccc(OC)cc2OC)s1
 : 0.9, 6, -1, -1, 2, 2, 4, -1, 0.5, -1
CCOCCCN(C)C1CCN(C(=O)c2oc3ccccc3c2NC(=O)Cc2ccc([N+](=O)[O-])cc2)CC1
 : -0.6, -3, -4, -1, 6, -3, -29, -1, 0.1, 3
CCNc1c(NCC)c(=O)c1=O
 : 2.0, 13, 4, 0, -6, 2, -3, -1, 0.0, -14
CN(C(=O)c1cnccn1)c1c(N)n(Cc2ccccc2)c(=O)[nH]c1=O
 : -1.7, -2, 0, 1, -5, 13, 7, 1, 0.3, 4

The list continues:
Each structure is followed by: FXN GAA850 act, ARFGAP1 inh, NPR2 activator, rCAG RNA binder, ADAM10 inh, DDE Tn6 FP inh, sPLA2-III inh, NPR1 activator, KLK7 zymogen act, ASAP1 GAP inh
CCOC(=O)N1CCC(NC(=O)CS(=O)(=O)Cc2nc(-c3cccc(Cl)c3)oc2C)CC1
 : -0.7, -6, 0, 2, -3, -5, -7, -1, -0.3, -3
CC(=O)OCCCNc1cc(Sc2ccc(Cl)cc2)c2nonc2c1[N+](=O)[O-]
 : 2.8, -2, 25, 5, 2, -5, 0, 26, -0.3, 14
COc1ccc(CCN=C(N)C(C)c2ccccc2)cc1OC (stereo not drawn)
 : 0.5, -4, -4, -2, 0, 2, 0, 0, 0.5, 0
O=C(Nc1ncc2c(n1)-c1ccccc1CC2)c1ccc(F)cc1
 : -3.5, 1, -12, -2, -28, 2, 3, 1, 0.3, -7
CC1CN(Cc2cnc(Cl)s2)CC(C)O1 (stereo not drawn)
 : 0.7, -1, 3, -1, 5, -3, 4, -4, -0.7, -6
CC(=O)c1ccc(Nc2ccc(-c3ccccc3F)nn2)cc1
 : 6.8, 4, 0, 8, -28, -2, 5, 0, 0.4, -17
CCC(C)c1ccc(C(C)NC(=S)NC2CCCCC2)cc1 (stereo not drawn)
 : -3.3, -2, 0, -8, -1, -7, 11, 1, -0.3, 4
Cc1ccc(-c2nc(C#N)c(N3CCCCC3)o2)cc1
 : -0.5, -6, 0, -1, i, 0, 9, 7, -3.3, -2
CCOc1ccc(NS(=O)(=O)c2ccc3[nH]cc(C(=O)NCC4CCCO4)c(=O)c3c2)cc1 (stereo not drawn)
 : 2.0, 12, 0, 3, 1, 3, -1, 3, -0.3, 4
NC(=O)c1ccsc1NC(=O)COC(=O)c1cnccn1
 : 2.0, -15, 0, 8, -11, 3, -5, -5, 0.4, -3
C=CCNC(=O)/C(=C/c1ccco1)NC(=O)c1ccc(Br)o1
 : 0.8, 3, 6, 5, -7, -2, -2, -3, -0.6, -2
CN(Cc1cccc(F)c1)C(=O)c1ccc2c(=O)n3c(nc2c1)CCC3
 : -0.2, -5, -7, -5, -15, 4, -1, 2, 0.2, -15
CS(=O)(=O)N(CC(=O)NCc1ccc2c(c1)OCO2)c1ccc(Cl)cc1
 : 2.4, -6, -1, -5, 3, -6, -7, -7, 0.5, -8
COc1ccc(Cn2ccc3ccc(-c4ccc5ccn(C(=O)C6CCCCC6)c5c4)cc32)cc1
 : ·, ·, 1, 16, -38, 6, -4, 4, -6.3, ·
CCOC(=O)C1=C(COC(=O)/C=C/c2cccc(Cl)c2)NC(=O)NC1C (stereo not drawn)
 : -0.4, 10, 8, -5, -1, -8, 4, 0, 0.2, -6

Other results:
Each structure is followed by: FXN GAA850 act, ARFGAP1 inh, NPR2 activator, rCAG RNA binder, ADAM10 inh, DDE Tn6 FP inh, sPLA2-III inh, NPR1 activator, KLK7 zymogen act, ASAP1 GAP inh
NS(=O)(=O)c1ccc(CNC(=O)c2sccc2-c2ccccc2)cc1
 : 0.1, -9, 2, 2, -16, 6, 3, -1, 0.8, 0
CC(C)OC(=O)c1ccc2nc3ccccc3nc2c1
 : 3.6, 5, -5, -3, 2, -4, -3, 2, -0.2, 7
c1ccc(CSc2nnc([C@@H]3CCCN3)o2)cc1
 : -1.2, 6, 0, 1, 6, 1, -1, -5, -0.8, 9
COc1cc(CNCCC2CCOC(C)(C)C2)ccc1O (stereo not drawn)
 : 1.1, 1, 3, 4, 8, 5, 14, -1, -0.8, 1
Cc1cc(C#N)c(C)c(SCc2[nH]nc3c2C(c2ccccc2)C(C#N)=C(N)O3)n1 (stereo not drawn)
 : -1.1, 4, 4, 21, -1, -11, -32, -6, 0.5, 6
CCOc1ccc(-n2ccnc(SCC(=O)Nc3ccc(OC)cc3OC)c2=O)cc1
 : -1.1, -6, 3, 3, -35, -2, -7, 1, -0.5, 5
COc1ccccc1Oc1ccc(NC(=O)c2ccccc2C)cc1
 : 1.7, 0, -1, -3, 17, 2, -7, 2, -0.4, 1
CC(C)[C@H](NS(=O)(=O)c1ccccc1)C(=O)OCC(=O)NCc1ccc2c(c1)OCO2
 : 0.1, 4, 7, 2, -11, -1, 2, 0, -0.1, -9
COc1ccc(NC(=O)C(NC(C)=O)C(=O)Nc2ccc(F)cc2)cc1 (stereo not drawn)
 : 0.4, 0, -1, 17, -1, 9, -4, 4, 0.3, -3
CS(=O)(=O)c1ccc(Cl)c(NC(=O)CSC(=S)N2CCCC2)c1
 : 1.7, 7, 1, -5, -17, 8, -1, 4, -0.1, 4
O=C(COC(=O)CCC(=O)c1ccc(F)cc1)NCCc1ccccc1
 : 0.7, 5, 0, 1, -8, 8, 0, 2, -0.2, 1
CCOC(=O)NC(Nc1ccc(C)cn1)(C(F)(F)F)C(F)(F)F
 : 0.3, 2, -2, -3, 1, 3, 11, 1, 0.1, -4
Cc1ccc(Nc2cc(-n3nc(C)cc3C)ncn2)c(C)c1
 : -0.5, 0, -18, -10, -10, 3, -2, -44, 0.2, -4
